GSK3beta inhib: human GSK3beta kinase inhibition; P49841; GST-GSK3beta kinase, ADP-Glo luminescence, 60 min; hits give low values; activity score (negative = inhibition), % at 10 µM; 300,000 tested, 0.038% active;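 active means more than half of replicate wells score below -50%, meaning over 50% inhibition versus plate controls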;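 further: 0% = median DMSO wells and -100% = median GW8510 positive control wells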
Target sequence (P49841 whole entry, looked up): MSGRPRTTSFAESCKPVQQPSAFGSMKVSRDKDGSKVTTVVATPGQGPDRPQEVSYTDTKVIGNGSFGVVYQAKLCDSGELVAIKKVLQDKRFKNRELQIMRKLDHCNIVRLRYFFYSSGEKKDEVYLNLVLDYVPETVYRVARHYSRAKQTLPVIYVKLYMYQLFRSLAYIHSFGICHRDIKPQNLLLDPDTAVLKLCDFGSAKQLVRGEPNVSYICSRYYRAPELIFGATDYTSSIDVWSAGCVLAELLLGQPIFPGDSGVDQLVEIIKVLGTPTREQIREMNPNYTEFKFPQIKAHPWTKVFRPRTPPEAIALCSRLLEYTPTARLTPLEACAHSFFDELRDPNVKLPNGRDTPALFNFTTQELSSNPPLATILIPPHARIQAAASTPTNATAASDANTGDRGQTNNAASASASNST
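Test system: GST-tagged human GSK3beta kinase, cell-free; evaluation: activity score scaled between in-plate DMSO and GW8510 controls; measured by: ADP-Glo luminescence; incubation: 60 min reaction, RT; benchmarks: DMSO and 20 µM GW8510; reagent: peptide substrate plus 25 µM ATP (final); medium: Tris/MgCl2 kinase buffer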
GSK3A inh: blocks human GSK-3 alpha kinase. ADP-Glo luminescence, 60 min. P49840. inhibition, % at 10 µM. 320,000 tested, 0.1% active;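 in the data active means inhibition above about 50%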;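 further: GST-tagged GSK-3 alpha with peptide substrate and 25 µM ATP; 0% = DMSO neutral wells and 100% = GW8510 positive control wells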
KCNQ1 pot: human KCNQ1 channel potentiation or activation; P51787; CHO-K1 KCNQ1, thallium flux FluxOR fluorescence; hits give high values; 310,000 tested, 0.35% active; AID 2648; B-score at 10 µM;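 active means fluorescence ratio B-score, a plate-corrected score, at least three library SD, with initial intensity B-score within 5 SD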
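Test system: CHO-K1 cells stably expressing KCNQ1 / Medium: assay buffer / Also added: depolarizing K+/Tl+ stimulus, K2SO4 and Tl2SO4 each 12.5 mM in 5x stock / Incubation: 90 min dye loading and 20 min compound exposure, both at room temperature / Signal: thallium influx via FluxOR fluorescence, kinetic imaging / Evaluation: B score of baseline-normalized fluorescence ratio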
KCNK9 block: inhibitors of human KCNK9 two-pore domain potassium channel; 310,000 tested, 1.2% active; B-score at 10 µM; HEK293 KCNK9, FluxOR thallium flux fluorescence; hits give low values; AID 488922; Q9NPC2;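 active means ratio B-score over 3 SD below the library mean, with starting fluorescence within 5 SD of its mean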;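 further: negative B-score means less thallium flux so channel inhibition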
PolyA inh: inhibitors of polyadenylation in S. cerevisiae | S. cerevisiae SKY197-pL101 polyadenylation reporter, beta-gal luminescence; efflux-impaired pdr1/pdr3 knockout yeast; score 100 = 6 SD above DMSO | calls only at 12 µM | 300,000 tested, 0.02% active;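 active means lowest replicate activity score at least 50, where 100 means six control SD above control mean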;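 further: yeast exposed to compound for 9 h at 30 °C; higher score means more reporter readthrough which indicates perturbed polyadenylation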
DYRK1A inh: blocks rat Dyrk1A kinase activity. Q63470. ADP-Glo luminescence, NFATc1 peptide. inhibition, % at 12.5 µM. 310,000 tested, 0.43% active. AID 504441; in the data active means inhibition above about 50%;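 further: plate controls were vehicle with enzyme for no effect and no enzyme for full effect; many of its hits are not listed in these tables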
KCNQ1 inh: blocks the human KCNQ1 potassium channel | P51787 | CHO-K1 KCNQ1, FluxOR thallium flux fluorescence; hits give high values | B-score at 10 µM | 310,000 tested, 1.3% active | AID 2642;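 active means compounds whose thallium flux B-score, printed positive for inhibition, exceeds three library SD while starting fluorescence stays within three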;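 further: channel opened by potassium depolarization with thallium stimulus after 20 min compound exposure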
hERG rescue: hERG (human) protection from proarrhythmic block. Q12809. CHO-hERG, FluxOR thallium flux, dofetilide IC70 present. activation (rescue from dofetilide block), less the hit threshold, % at 10 µM. 310,000 tested, 0.51% active;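 active means activation above the mean of controls blocked by dofetilide plus 5 SD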;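 further: thallium influx through hERG after potassium depolarization seen as dye fluorescence rise; in these data hits start at about 4.7%; inactives centre near -7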
RGS4 act: RGS4 potentiation or activation. HEK293 M3R/inducible RGS4, carbachol calcium flux Fluo4; hits give low values. 310,000 tested, 0.92% active. B-score at 10 µM;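 active means B-score of the integrated calcium signal more than 4 SD below the library mean, with starting fluorescence not abnormally high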;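 further: negative B-score means reduced calcium response which marks RGS4 activation or potentiation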
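Assay system: Inducible-RGS4 HEK293 cells carrying M3 receptor | Schedule: Compound preincubation 20 min at room temperature before agonist | Signal: Kinetic calcium fluorescence imaging with Fluo4-AM dye, 2 µM | Read-out basis: B score from integrated fluorescence ratio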
RGS4 inh: human RGS4 inhibition | P49798 | HEK293 M3R/RGS4 inducible, Fluo-4 calcium flux; hits give high values; triggered by carbachol at its EC20 | B-score at 10 µM | 310,000 tested, 0.45% active | AID 463165;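 active means B-score, a plate-corrected calcium signal, over three deviations above library mean, with baseline fluorescence within five deviations of library mean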;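 further: RGS4 expression induced by doxycycline in cells with stable M3 receptor; B-score is computed from the integrated fluorescence ratio over baseline after carbachol; higher B-score means a larger calcium signal and so more RGS4 inhibition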
Target sequence (P49798 whole entry, looked up): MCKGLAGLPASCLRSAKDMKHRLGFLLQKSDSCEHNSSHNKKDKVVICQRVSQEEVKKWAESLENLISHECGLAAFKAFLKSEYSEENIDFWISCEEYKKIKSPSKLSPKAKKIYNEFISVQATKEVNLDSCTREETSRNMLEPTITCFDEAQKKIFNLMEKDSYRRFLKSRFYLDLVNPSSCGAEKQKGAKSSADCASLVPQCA
KCNK3 block: human KCNK3 channel inhibition, primary screen. O14649. CHO-KCNK3 thallium flux, FluxOR fluorescence; hits give low values. B-score at 10 µM. 340,000 tested, 0.84% active. AID 602410;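 active means B-score under library mean minus 4 SD, starting fluorescence ratio at most library mean plus 5 SD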;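 further: more negative B-score means stronger inhibition of thallium flux through KCNK3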
Target sequence (O14649 whole entry, looked up): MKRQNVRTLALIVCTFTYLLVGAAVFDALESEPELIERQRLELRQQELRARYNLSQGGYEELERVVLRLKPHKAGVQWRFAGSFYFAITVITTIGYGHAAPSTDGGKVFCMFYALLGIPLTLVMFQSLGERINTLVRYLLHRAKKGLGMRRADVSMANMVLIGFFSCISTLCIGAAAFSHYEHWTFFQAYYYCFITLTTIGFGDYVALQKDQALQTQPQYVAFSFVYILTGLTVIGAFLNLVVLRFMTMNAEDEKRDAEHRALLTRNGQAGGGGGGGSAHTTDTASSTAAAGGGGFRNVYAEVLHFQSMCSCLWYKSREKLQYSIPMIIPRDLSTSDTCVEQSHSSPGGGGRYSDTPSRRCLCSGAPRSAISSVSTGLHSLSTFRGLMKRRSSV
An asterisk follows results filed as active; i = inactive; / = not tested or not shown. This is a subset; count on the stated rates, not on these rows.

SMILES	GSK3beta inhib	GSK3A inh	KCNQ1 pot	KCNK9 block	PolyA inh	DYRK1A inh	KCNQ1 inh	hERG rescue	RGS4 act	RGS4 inh	KCNK3 block
O=C(c1ccccc1)N1CCN(C2C3CC4CC(C3)CC2C4)CC1 (configuration not stated)	0	0	i	i	i	-1	i	0	i	i	i
N#Cc1ccc(N2C(=O)[C@@H]3C(C(=O)c4ccc5ccccc5n4)=NN[C@@H]3C2=O)cc1	0	-2	i	i	i	-4	i	-3	i	i	i
COc1ccccc1NC(=O)N1CCC(NC(=O)C(Cc2ccccc2F)NC(C)=O)CC1 (configuration not stated)	-1	0	i	i	i	-6	i	-13	i	i	i
O=C1C=C(NC2CCCC2)CC(c2ccccc2)C1 (configuration not stated)	-1	-2	i	i	i	-4	i	-7	i	i	i
CSc1nc2sc3c(c2c(=S)[nH]1)CC(C)(C)OC3	5	-4	82*	i	i	0	i	56*	i	i	i
COc1ccc2c(C)c(C(=O)O)oc2c1	5	-7	i	i	i	1	i	-11	i	i	i
COc1ccc(S(=O)(=O)N2CCCC(C(=O)NCc3ccc(F)cc3)C2)cc1 (configuration not stated)	-1	-5	i	i	i	-4	i	-8	i	i	i
Cc1ccnc(NC(=O)c2cc3cc(F)ccc3s2)c1	-2	-3	i	i	i	3	i	0	i	i	i
CCN(C(=O)CSc1nc2cc(C(F)(F)F)ccc2n1Cc1ccccc1)C1CCS(=O)(=O)C1 (configuration not stated)	-1	-1	i	-10*	i	-5	i	-7	i	i	i
O=C(COC(=O)C1CC(=O)N(c2nc(-c3ccccc3)cs2)C1)c1ccccc1 (configuration not stated)	-1	0	i	i	i	1	i	-13	i	i	i
O=C(c1cnn2c(C(F)F)cc(C3CC3)nc12)N1CCCC1	-1	-1	i	i	i	-3	i	1	i	i	i
O=C(c1ccc(OC2CCN(CCc3ccccc3)CC2)cc1)N1CCCC(CCCO)C1 (configuration not stated)	0	-2	i	i	i	0	i	-5	i	i	i
Cc1ccc(-c2cc(C(=O)Nc3cc(C)ccc3O)no2)cc1	-2	-3	i	-7.8*	i	1	i	-8	i	i	i
COc1ccc(C(=O)CSc2cc(C)nc(SCC(=O)c3ccc(C)cc3)n2)cc1	3	-1	i	i	i	6	i	-9	i	i	i
CCN1C(=O)c2cccc3c(Cl)ccc(c23)C1=O	0	/	i	i	i	8	i	-5	i	i	i
Cn1cc(CCNC(=O)c2ccc3nc(Cc4ccccc4F)oc3c2)cn1	4	-1	i	i	i	-5	i	-14	i	i	i
O=C(Cn1cc([N+](=O)[O-])cn1)Nc1ccn(Cc2c(F)c(F)c(F)c(F)c2F)n1	-1	-1	i	i	i	14	i	-11	i	i	i
CCCCC(=O)N1CCN(c2nc(-c3ccc(F)cc3)cs2)CC1	0	/	i	i	i	7	i	-3	i	i	i
CC(=O)Nc1nc(NC(=O)C(Cl)(Cl)Cl)n(-c2ccccc2)n1	-2	-5	i	i	i	5	i	-10	i	i	i
COc1ccc2nc(C)cc(Sc3nc4ccccc4s3)c2c1	0	7	i	i	i	26	i	-5	i	i	i
COc1cc(OC)c(OC)cc1CNc1nnnn1C	3	-2	i	i	i	2	i	-8	i	i	i
CCc1ccc(-c2ccc3nnc(SC)n3n2)cc1	-3	-1	i	i	i	7	i	-4	i	i	i
O=C(c1cccnc1)N(Cc1ccccc1)C1(C(=O)Nc2ccccc2)CCCCC1	3	0	i	i	i	0	i	-4	i	i	i
O=C(Nc1ccc(N2CCN(C(=O)c3cccs3)CC2)cc1)c1ccccc1Cl	-4	-1	i	i	i	-11	i	-4	i	i	i
S=c1[nH]nc(-c2cccs2)n1/N=C/c1c(Cl)cccc1Cl	1	3	37*	i	i	18	i	32*	i	11*	i
More results:
SMILES	GSK3beta inhib	GSK3A inh	KCNQ1 pot	KCNK9 block	PolyA inh	DYRK1A inh	KCNQ1 inh	hERG rescue	RGS4 act	RGS4 inh	KCNK3 block
COc1ccc(C(C(=O)OC(C)CN(C)C)c2ccccc2)cc1 (configuration not stated)	-1	-2	i	i	i	3	i	2	i	i	i
COc1ccccc1N(Cc1cc2ccc(C)cc2[nH]c1=O)C(C)=O	4	1	i	i	/	2	i	0	i	i	i
Cc1ccc(/C=C2/NC(=O)[C@H](C)NC2=O)cc1	-1	-1	i	i	i	-1	i	-1	i	i	i
N#Cc1cccnc1Nc1ccc(Cl)cc1	-3	-2	i	i	i	-7	i	-2	i	i	i
CN1CCN(/C(=N\S(=O)(=O)c2ccc(F)cc2)c2ccccc2)CC1	2	-1	i	i	i	-2	i	-10	i	i	i
Cc1ccc(CNC(=O)CCS(=O)(=O)c2ccc(Br)cc2)cc1	1	/	i	i	i	-8	i	-8	i	i	i
CCO[C@H]1OC(C(=O)NCc2nc3ccccc3[nH]2)=C[C@@H](C2CC2)[C@@H]1CCCO	-1	1	i	i	i	11	i	-6	i	i	i
COc1cc(C2(c3ccc(O)c(OC)c3)C(=O)Nc3c(C)cc(Br)cc32)ccc1O	2	0	9*	i	i	15	i	-9	i	12*	i
Cc1ccccc1CS(=O)(=O)Cc1ccc(C(=O)NCCCN2CC(C)CC(C)C2)o1 (configuration not stated)	4	-4	i	i	i	1	i	-11	i	i	i
CCCCNc1c(-c2cccc(-c3cc(C(C)=O)cs3)c2)nc2ccc(C)cn12	1	-1	i	i	i	6	6*	-40	-7.1*	i	i
CCn1nnc(-c2ccccc2NS(=O)(=O)c2ccc(S(=O)(=O)N(C)C3CCCCC3)cc2)n1	0	-3	i	i	i	0	i	-16	i	i	i
CC1CC(C)(C)N(C(=O)CSc2ccc(-c3ccc(F)cc3)nn2)c2ccccc21 (configuration not stated)	1	-1	i	i	i	6	7*	-10	-13*	i	-12*
CCN(CC)C(=O)Cc1c(OC)ccc2cc(Br)ccc12	5	0	i	i	i	8	i	-7	i	i	i
N#Cc1ccccc1CN1C(=O)S/C(=C/c2cccn2-c2ccc(C(=O)O)cc2)C1=O	0	3	i	i	i	0	i	-10	i	i	i
COc1ccc(-c2cc(=O)oc3cc(OCC(C)=O)ccc23)cc1	2	1	i	i	i	6	i	-5	i	i	i
CN1CCN(C(=O)c2cc([N+](=O)[O-])ccc2Cl)CC1	6	-1	i	i	i	-2	i	0	i	i	i
C=CCNC(=O)c1ccccc1NC(=O)COc1ccccc1	0	2	i	i	i	3	i	-9	i	i	i
CCOc1cccc(NC(=O)C2CC(=O)NC(=Nc3ccccc3)S2)c1 (configuration not stated)	3	-3	i	i	i	7	i	-3	i	i	i
O=C(c1ccncc1)N1N=C(c2ccc(Br)cc2)CC1c1ccccc1O (configuration not stated)	4	-2	i	i	i	-1	i	-5	i	i	i
COC(=O)C1=C(N)N(c2ccccc2F)C2=C(C(=O)CC(C)(C)C2)C1c1ccc(OC)c(OC)c1 (configuration not stated)	4	-1	i	i	i	1	i	-5	i	i	i
CN(C)CCN(C(=O)c1ccc(S(=O)(=O)N(C)C)cc1)c1nc2cc3c(cc2s1)OCCO3	1	-2	i	i	i	1	i	-5	i	i	i
C/C=C/c1ccccc1OCc1ccc(C(=O)OC)o1	1	-3	i	i	i	5	i	-6	i	i	i
Cn1c(-c2ccccc2)c(CCO)c2ccccc21	1	1	i	i	i	11	i	-8	i	i	i
c1coc(-c2nc3nc4ccccc4n3nc2-c2ccco2)c1	1	-2	i	i	i	-8	i	-6	i	i	i
COC(=O)CCc1sc(Nc2ccccc2)nc1-c1ccc(OC)cc1	-1	-1	i	i	i	4	i	-6	i	i	i

Pulled one by one from above, 3 records:
SMILES	GSK3beta inhib	GSK3A inh	KCNQ1 pot	KCNK9 block	PolyA inh	DYRK1A inh	KCNQ1 inh	hERG rescue	RGS4 act	RGS4 inh	KCNK3 block
CN1CCN(/C(=N\S(=O)(=O)c2ccc(F)cc2)c2ccccc2)CC1	2	-1	i	i	i	-2	i	-10	i	i	i
COc1ccc(-c2cc(=O)oc3cc(OCC(C)=O)ccc23)cc1	2	1	i	i	i	6	i	-5	i	i	i
COc1ccc(C(C(=O)OC(C)CN(C)C)c2ccccc2)cc1 (configuration not stated)	-1	-2	i	i	i	3	i	2	i	i	i

Back to the main list; the four compounds before the break are reprinted first.
SMILES	GSK3beta inhib	GSK3A inh	KCNQ1 pot	KCNK9 block	PolyA inh	DYRK1A inh	KCNQ1 inh	hERG rescue	RGS4 act	RGS4 inh	KCNK3 block
C/C=C/c1ccccc1OCc1ccc(C(=O)OC)o1	1	-3	i	i	i	5	i	-6	i	i	i
Cn1c(-c2ccccc2)c(CCO)c2ccccc21	1	1	i	i	i	11	i	-8	i	i	i
c1coc(-c2nc3nc4ccccc4n3nc2-c2ccco2)c1	1	-2	i	i	i	-8	i	-6	i	i	i
COC(=O)CCc1sc(Nc2ccccc2)nc1-c1ccc(OC)cc1	-1	-1	i	i	i	4	i	-6	i	i	i
Cc1ccc(/C(N)=N/OC(=O)c2ccc3ccccc3c2)cc1	1	0	i	i	i	-1	i	-4	i	i	i
CC(C)c1cc(C(F)(F)F)n2nc(C(=O)Nc3ccc(-n4cnnn4)cc3)cc2n1	2	1	i	i	i	1	i	-5	i	i	i
Cc1cc(C)n(CCc2nc3c4ccccc4n(CC#N)c(=O)n3n2)n1	0	-1	i	i	i	0	i	-9	i	i	i
O=c1[nH]cccc1-c1nc2ccccc2n1Cc1ccc(Cl)cc1	2	1	i	i	i	4	i	-5	i	i	i
S=C(NCc1ccccc1)N1CCn2cccc2C1c1cccnc1 (configuration not stated)	-1	/	i	i	i	1	i	-7	i	i	i
COc1ccc(NC(=O)c2n[nH]c(=O)c3ccccc23)cc1S(=O)(=O)N1CCCCC1	0	-2	i	i	i	0	i	-1	i	i	i
Cc1c(NC(=O)C2CCCNC2=O)c(=O)n(-c2ccccc2)n1C (configuration not stated)	2	3	i	i	i	7	i	0	i	i	i
COC1(OC)C=CC(=O)C=C1NC(=O)c1ccccc1OC(C)=O	-1	9	i	i	i	6	i	-11	i	i	i
